# KB-3-1 tox – qHTS assay for MDR1-selective chemotherapeutics: Primary screen using the parental adenocarcinoma cell KB-3-1. AID 1347075, 2019. actives 1.4% (n = 400,000). KB-3-1 viability, CellTiter-Glo ATP luminescence, 72 h. Potency, µM (titrated, usually from 46.1 µM), without a hit: at the highest dose activity change, negative = cytotoxic, hits mostly cytotoxic; note: % is set by controls: 0 for no effect and ±100 for the full control effect; nearly all actives have a fitted effect of over 60% in size
#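 Cytotoxicity in the drug-sensitive parental line KB-3-1 was scored as loss of CellTiter-Glo luminescence following 72 h incubation with compound. Values come from curve fitting of normalized concentration-response data.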
# TDP-43 yeast inh – qHTS of TDP-43 Inhibitors; TDP-43 expressing yeast growth rescue, BacTiter-Glo, 24 h; Potency, µM (doses to about 46.1 µM), for inactives: at the highest dose growth rescue (activation), most hits filed as activators; actives 1.8% (n = 410,000); note: % of control where 0% means no effect; nearly all actives have a fitted effect of over 50% in size
#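 Galactose-induced TDP-43 yeast, OD600=0.02, compound pinned; 24 hr, 30 deg C; BacTiter-Glo luminescence for growth. Inhibitors of TDP-43 toxicity read as activators.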
# SW480 rerep – A quantitative high throughput screen for small molecules that induce DNA re-replication in SW480 colon adenocarcinoma cells. actives 1.8% (n = 340,000). SW480 DNA re-replication, Hoechst DNA content imaging, 48 h. Potency, µM (highest dose often 46.1 µM), without a hit: at the top dose re-replication activation, hits mostly activators; note: % of control where 0% means no effect; nearly all actives have a fitted effect of over 55% in size
#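 SW480 cells exposed to compounds for 48 hr at 37 C, 5% CO2, then Hoechst-stained 40 min. Nuclear DNA content imaged by fluorescence scanning (405 nm excitation, 500-530 nm emission); re-replication scored as increased high-intensity nuclei.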
# KB-V1 cytotox – qHTS assay for MDR1-selective chemotherapeutics: Primary screen using the drug-selected MDR subline cells KB-V1. KB-V1 MDR cells viability, CellTiter-Glo, 72 h. Potency, µM (highest dose often 46.1 µM), for inactives: at the highest dose activity change, negative = cytotoxicity, most hits filed as cytotoxic. actives 3.4% (n = 400,000). AID 1347076, 2019; note: % is set by controls: 0 for no effect and ±100 for the full control effect; nearly all actives have a fitted effect of over 60% in size
#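 In this primary screen, KB-V1 cells overexpressing P-gp are incubated with library compounds (lowest to highest concentration) for 72 h at 37 degrees C before a luminescent ATP viability read.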
# HT1080 IDH1KD tx – qHTS for induction of synthetic lethality in tumor cells producing 2HG: qHTS for the HT-1080-IDH1KD cell line. HT-1080 IDH1 knockdown viability, ATP luminescence, 48 h. Potency, µM (top dose mostly 46.1 µM), inactives show at the highest dose activity, negative = toxicity, hits mostly cytotoxic. actives 2% (n = 360,000);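 note: 0% = DMSO wells and -100% = cell-free medium wells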
#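 Knockdown cells (IDH1KD HT-1080) received compounds 2 h after plating at 750 cells/well and were kept 48 h at 37 °C in 5% FBS RPMI. A CellTiter-Glo luminescence read gave % activity for curve fitting.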
# HT1080NT lethal – qHTS for induction of synthetic lethality in tumor cells producing 2HG: qHTS for the HT-1080-NT fibrosarcoma cell line. HT-1080-NT fibrosarcoma viability, CellTiter-Glo ATP luminescence, 48 h. Potency, µM (highest dose often 46.1 µM), inactives show at the highest dose activity, negative = less viability, hits mostly cytotoxic. actives 1.6% (n = 360,000);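 note: NT is the 2HG producing partner of a matched IDH1 knockdown line; 0% = DMSO-treated cells and -100% = media-only wells without cells; nearly all actives have a fitted effect of over 55% in size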
#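 750 cells/well, RPMI + 5% FBS; 2 h settle, compound pin-transfer, 48 h at 37 degrees C. CellTiter-Glo 10 min RT, luminescence. Normalized to DMSO and media-only wells.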
# GLP-1R agonist – qHTS of GLP-1 Receptor Agonists | Glucagon-like peptide 1 receptor (Homo sapiens), P43220 | HEK293 GLP-1R CRE-luciferase, luminescence, 4-6 h; cells express a hypersensitive GLP-1R form | Potency, µM (series often up to 45.6 µM), for inactives: at the highest dose activation, hits mostly activators | actives 0.007% (n = 380,000) | AID 624172, 2012; note: % of control where 0% means no effect
# Target sequence (P43220 whole entry, looked up): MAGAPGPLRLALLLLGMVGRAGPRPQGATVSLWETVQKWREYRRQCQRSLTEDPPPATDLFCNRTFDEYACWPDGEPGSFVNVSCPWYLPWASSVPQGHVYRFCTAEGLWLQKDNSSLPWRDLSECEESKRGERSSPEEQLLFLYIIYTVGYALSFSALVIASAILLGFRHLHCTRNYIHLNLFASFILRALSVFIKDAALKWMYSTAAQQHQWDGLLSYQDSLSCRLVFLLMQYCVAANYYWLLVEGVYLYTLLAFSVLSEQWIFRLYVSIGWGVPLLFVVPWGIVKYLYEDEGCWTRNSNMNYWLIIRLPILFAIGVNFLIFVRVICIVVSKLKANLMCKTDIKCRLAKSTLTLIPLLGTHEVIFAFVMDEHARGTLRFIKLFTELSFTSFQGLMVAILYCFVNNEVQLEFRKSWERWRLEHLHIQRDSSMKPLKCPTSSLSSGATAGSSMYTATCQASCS
# GLP1R inv ag – qHTS of GLP-1 Receptor Inverse Agonists (Inhibition Mode); Glucagon-like peptide 1 receptor (Homo sapiens), P43220; HEK293 GLP-1R CRE-luciferase, luminescence, 24 h; GLP-1R form is constitutively active; Potency, µM (doses to about 38.3 µM), without a hit: at the top dose activity change, negative = inhibition, actives largely listed as inhibitors; actives 1.6% (n = 410,000); AID 624417, 2012; note: % is set by controls: 0 for no effect and ±100 for the full control effect; nearly all actives have a fitted effect of over 55% in size
#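 Luminescence readout: a drop in cAMP-driven luciferase signal flags inverse agonism at a constitutively active GLP-1R stably expressed in HEK293. Compound exposure lasted 24 hr at 37 deg C, 5% CO2.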
# HEK293 tox – qHTS of GLP-1 Receptor Inverse Agonists: Cytotox Screen; Potency, µM (titrated, usually from 38.3 µM), for inactives: top-dose activity change, negative = inhibition, actives largely listed as inhibitors; AID 624418, 2012; HEK293 cAMP-luciferase reporter cells, luminescence, 24 h; actives 0.13% (n = 410,000);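 note: loss of luciferase light is scored as toxicity; % is set by controls: 0 for no effect and ±100 for the full control effect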
#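 1536-well qHTS counterscreen of the MLSMR; 200 cells/uL, 12 h pre-incubation, 23 nL cpd, 24 h at 37 deg C 5% CO2, luciferase detection reagent, 12 min RT, luminescence. Inhibition = undesired.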
# * marks the source's active call; other numbers are inactive results; ? = inconclusive; / = not tested or not shown; [ ] = dose if it differs, or a comment. Calls come from the whole dose curve; as a rule, active = well fitted curve in the direction sought with a large enough effect; inconclusive = small, poorly fitted or top-dose-only effect, or another doubt; inactive = no such curve, though single readings can be large; an effect the other way counts as inactive or inconclusive. Potency is the fitted concentration of half-maximal effect.
# Start of the data: the first 5 records as a preview:
SMILES	KB-3-1 tox	TDP-43 yeast inh	SW480 rerep	KB-V1 cytotox	HT1080 IDH1KD tx	HT1080NT lethal	GLP-1R agonist	GLP1R inv ag	HEK293 tox
CSCCC(C(=O)Nc1c(C)cccc1C)N(C)CCc1ccccc1 (stereo not drawn)	0%	0%	/	7%	-23%	-18%	9%	-48%	2%
O=C(Cc1cccs1)Nc1nnc(SCc2ccc(C(F)(F)F)cc2)s1	-4%	-3%	-12%	15%	-2%	-15%	-11%	-22%	-6%
CC(=O)[C@@H]1[C@@H]2C(=O)N(Cc3ccccc3)C(=O)[C@@H]2C2c3ccccc3C=CN21 (stereo partly drawn)	-1%	1%	4%	-4%	0%	5%	-1%	-5%	15%
O=C(CN1CCCCC1)Nc1ccccc1Cl	11%	1%	0%	7%	7%	5%	-1%	-31%	-3%
COc1ccc(-c2ocnc2C(=O)Nc2ccccc2N2CCCCC2)cc1	0%	19%	18%	-1%	-1%	-1%	0%	?	79%[activator]

# Results, from the start:
SMILES	KB-3-1 tox	TDP-43 yeast inh	SW480 rerep	KB-V1 cytotox	HT1080 IDH1KD tx	HT1080NT lethal	GLP-1R agonist	GLP1R inv ag	HEK293 tox
CSCCC(C(=O)Nc1c(C)cccc1C)N(C)CCc1ccccc1 (stereo not drawn)	0%	0%	/	7%	-23%	-18%	9%	-48%	2%
O=C(Cc1cccs1)Nc1nnc(SCc2ccc(C(F)(F)F)cc2)s1	-4%	-3%	-12%	15%	-2%	-15%	-11%	-22%	-6%
CC(=O)[C@@H]1[C@@H]2C(=O)N(Cc3ccccc3)C(=O)[C@@H]2C2c3ccccc3C=CN21 (stereo partly drawn)	-1%	1%	4%	-4%	0%	5%	-1%	-5%	15%
O=C(CN1CCCCC1)Nc1ccccc1Cl	11%	1%	0%	7%	7%	5%	-1%	-31%	-3%
COc1ccc(-c2ocnc2C(=O)Nc2ccccc2N2CCCCC2)cc1	0%	19%	18%	-1%	-1%	-1%	0%	?	79%[activator]
Cc1ccccc1C(=O)NCC(=O)N1CCN(C/C=C/c2ccccc2)CC1	-1%	11%	-4%	-1%	-1%	6%	1%	-17%	-33%
CC(=O)Nc1ccc(S(=O)(=O)N2C(C)CCCC2C)cc1 (stereo not drawn)	-1%	3%	-6%	1%	3%	5%	13%	1%	0%
Cn1c(SCC(=O)Nc2ccc(N3CCOCC3)c(Cl)c2)nnc1-c1ccccc1	0%	-16%	-2%	-3%	5%	2%	-4%	13%	5%
COc1ccc(N2C(=O)CC(N(CCc3ccccc3)C(=O)c3ccccc3)C2=O)cc1 (stereo not drawn)	-15%	0%	-1%	7%	6%	4%	-1%	-8%	9%
Cc1ccc(NC(=O)C(=O)N2CCCC2)cc1Cl	0%	?	-1%	0%	9%	8%	-5%	8%	-4%
COc1ccc(/C=N/Nc2nncn2N)cc1Br	-5%	-2%	15%	0%	?	16µM*	-30%	?	?
Cc1cccc(Oc2coc3cc(OC(=O)c4cncc(Br)c4)ccc3c2=O)c1	2%	1%	-26%	27%	5%	-1%	-5%	36%[activator]	69%[activator]
Cc1nc(Cl)c2c(n1)NC(=O)CO2	4%	5%	-1%	24%	3%	0%	-4%	-2%	1%
O=C(OCc1ccccc1Cl)c1ccc(-c2nnn(Cc3ccc(F)cc3)n2)cc1	-14%	14%	/	-18%	/	/	/	18%	-1%
CN(C(=O)c1ccc(Br)o1)C1CCCCC1	-7%	?	-34%[inhibitor]	-9%	3%	19%	18%	1%	-6%
COC(=O)c1ccc(Cl)cc1NC(=O)N1CC2CCCN2c2ccccc21 (stereo not drawn)	1%	24%	/	16%	/	/	/	?	7%
Nc1nc(SCC(=O)OCc2ccccc2)[nH]c(=O)c1NC(=O)c1ccco1	-5%	13%	1%	-9%	0%	5%	2%	6%	-11%
CC(=O)Nc1ccc(C(=O)N2CCN(C(=O)c3ccco3)CC2)cc1	3%	-15%	2%	18%	3%	10%	0%	16%	5%
CCCCOCCCNC(=O)C[C@@H]1C[C@@]2(C(=O)OCC)CCCC=C2N(Cc2cccc3ccccc23)C1=O	?	2%	/	18µM*	?	?	-3%	?	-23%
COc1ccc(C)cc1NC(=O)NNC(=O)C(C)Oc1ccc(F)cc1Cl (stereo not drawn)	-20%	15%	?	-10%	-9%	16%	0%	?	-28%
CCCn1nc(NC(=O)C(C)(C)C)c2cc3cc(OC)ccc3nc21	6%	17%	21µM*	?	-1%	2%	16%	-10%	105%[activator]
O=C(O)c1ccc(C=NNC(=O)c2ccccc2NS(=O)(=O)c2cccs2)cc1	5%	10%	2%	0%	8%	2%	0%	-4%	-2%
CCOC(=O)Cn1c(=O)oc2cc(S(=O)(=O)N3CCC(N4CCCCC4)CC3)ccc21	13%	16%	-7%	8%	2%	-2%	1%	10%	-8%
O=C(O)c1ccc2c(=O)n(-c3ccc(F)cc3)c(=S)[nH]c2c1	6%	-5%	0%	21%	-1%	0%	-2%	0%	-1%
O=C(CN1CCN(c2nc(-c3ccccc3)cs2)CC1)NNC(=O)c1ccc(Br)cc1	-1%	-26%	7%	-20%	-9%	1%	1%	?	-5%
N#Cc1cc(N)ccc1Sc1ccc(Cl)cc1	-18%	16µM*	-6%	20%	-15%	-18%	0%	?	4%
O=c1[nH]c(=O)n(-c2ccc(F)cc2)c2c1C(C(F)(F)F)(C(F)(F)F)N=C(c1ccc(F)cc1)N2	0%	5%	?	?	18µM*	15µM*	-21%	?	?
CC1CC(=O)Nc2ccccc2N1S(=O)(=O)c1ccc(Br)cc1 (stereo not drawn)	5%	0%	-7%	3%	-4%	-1%	-10%	0%	-9%
O=C(Cn1c(=O)n(CC(=O)N2CCCCC2)c(=O)c2sccc21)NCc1ccccc1	-2%	16%	-3%	?	3%	-3%	-2%	-10%	-14%
CC1Cc2cc(/C(O)=C3/C(=O)C(=O)N(CCN4CCOCC4)C3c3cccc(Cl)c3)ccc2O1 (stereo not drawn)	9%	15%	-19%	8%	8%	11%	-7%	8%	-2%
Cc1cc(C)c2c(n1)nn1c(-n3ccnc3)cc(C)nc21	8%	4%	-4%	-24%	1%	-2%	2%	64%[activator]	50%[activator]
COc1cccc(CN(C(=O)c2cnccn2)C(C(=O)NC2CCCCC2)c2cc(OC)c(OC)c(OC)c2)c1 (stereo not drawn)	17%	19%	-7%	-29%	-2%	-12%	-2%	-10%	-1%
COC(=O)c1ccccc1NC(=O)Cn1c(CCC(=O)O)ccc1-c1ccc(C)cc1	1%	25%	/	5%	/	/	/	-16%	-8%
Cc1nn(CC(=O)Nc2ccc3c(c2)nc2n3CCN(C3CCCCC3)C2)c(=O)c2ccccc12	-13%	-7%	-5%	?	-11%	-23%	2%	-17%	24%
COc1ccc(N2Cc3ccccc3/C2=N\C(=O)Nc2ccccc2)cc1	12%	0%	-9%	-14%	15%	3%	8%	6%	-7%
CCCC(C)NC(=O)COc1ccc(Sc2ccc(OCC(=O)NC(C)CCC)cc2)cc1 (stereo not drawn)	?	7%	2%	?	-8%	-22%	7%	-29%	8%
Cn1c(CSCc2ccccc2)nnc1SCC(=O)Nc1ccc(C(=O)O)cc1	0%	-13%	-17%	-2%	6%	-1%	-3%	21%	6%
CCCn1nc(C(=O)Nc2ccc3c(c2)OCCO3)c2ccccc2c1=O	6%	14%	-2%	16µM*	-3%	-8%	5%	9%	-3%
Cc1csc(Nc2ccc(Cl)cc2)[n+]1-c1ccc(Cl)cc1	-14%	-28%[9.22 µM]	3%	-14%	?	-26%	4%	?	-3%[7.66 µM]
Nc1nnnn1N=C1CCCCC1	3%	-13%	-4%[9.22 µM]	7%	10%	13%	5%	33%[activator]	8%
COc1ccc(OC)c(NS(=O)(=O)c2ccc(N3CCCC3=O)cc2)c1	0.82µM*	17%	0.82µM*	2.1µM*	0.52µM*	0.52µM*	6%	-47%	-50%
CCC(C)c1ccc(NS(=O)(=O)c2c(C)[nH]c(=O)[nH]c2=O)cc1 (stereo not drawn)	-3%	0%	-8%	-3%	-3%	-1%	-1%	-15%	18%
CN(CCc1ccccn1)C(=O)Nc1cc(Cl)cc(Cl)c1	0%	7%	2%	-21%	0%	-1%	26%	?	-1%
COc1ccc(C(CNC(=O)C(C)(C)Oc2ccc(Cl)cc2)N2CCCCC2)cc1 (stereo not drawn)	-25%	6%	-2%	?	0%	-3%	-1%	?	?

# Entries of single compounds as entered above. Screens in order: KB-3-1 tox	TDP-43 yeast inh	SW480 rerep	KB-V1 cytotox	HT1080 IDH1KD tx	HT1080NT lethal	GLP-1R agonist	GLP1R inv ag	HEK293 tox
# CCC(C)c1ccc(NS(=O)(=O)c2c(C)[nH]c(=O)[nH]c2=O)cc1 (stereo not drawn) as listed: -3%	0%	-8%	-3%	-3%	-1%	-1%	-15%	18%
# CCCn1nc(C(=O)Nc2ccc3c(c2)OCCO3)c2ccccc2c1=O as listed: 6%	14%	-2%	16µM*	-3%	-8%	5%	9%	-3%

# High-throughput results from PubChem BioAssay.
